Source: PubChem (National Center for Advancing Translational Sciences (NCATS))
KDM4E inh – JMJD2E (human) inhibition | B2RXH2 | AID 2147 | Potency, µM (top dose mostly 57.1 µM), without a hit: at the top dose activity change, negative = inhibition, most hits filed as inhibitors | 230,000 tested, 1.6% active | JMJD2E catalytic domain, FDH-coupled NADH fluorescence (FDH is formaldehyde dehydrogenase); active = well fitted inhibition curve with a large enough effect, not every such curve was filed as active; inconclusive = small, poorly fitted or top-dose-only effect, or another doubt; inactive = no such curve, though single readings can be large or run the other way;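 note: 0% = wells with enzyme and -100% = buffer wells without enzyme; nearly all actives have a fitted effect of over 50% in size; many of its hits are not listed in these tables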
Epigenetic derep – derepresses silenced GFP reporter in murine cells; murine LDR cells, GFP reporter derepression, 30 h; Potency, µM (top dose mostly 53.9 µM), without a hit: at the highest dose GFP activation, usual class: activators; 280,000 tested, 0.2% active; note: % of control where 0% means no effect; nearly all actives have a fitted effect of over 60% in size
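Readout is the number of GFP-expressing murine LDR cells, counted by cytometry following washing. Cells were treated with compound for 30 h at 37 C; the stably integrated CMV-GFP locus is normally silent.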
IMPase Li cell – IMPase inhibition in cells with lithium potentiation; CHO-M1 cells, IP1 TR-FRET (IP-One), carbachol + lithium; Potency, µM (doses to about 59.4 µM), without a hit: at the highest dose activity, negative = IMPase inhibition, most hits filed as inhibitors; 210,000 tested, 0.35% active; AID 1457;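 note: IP1 builds up when IMPase is blocked and the TR-FRET signal falls; plate controls were basal vehicle for no effect and high inhibitor control for full effect; nearly all actives have a fitted effect of over 50% in size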
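Lithium-sensitised IP1 accumulation assay; M1-expressing CHO cells treated 30 min at 37C with compound. Competitive antibody detection by time-resolved FRET followed a 10 min room-temperature lysis step.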
GoLoco inh red – blocks human Gai1 binding to RGS12 GoLoco peptide, red readout; P63096; Gai1:RGS12 GoLoco peptide FP, rhodamine, 10 min; Potency, µM (highest dose often 61.6 µM), inactives show at the top dose activity, negative = inhibition, most hits filed as inhibitors; 230,000 tested, 0.44% active; AID 880; active = well fitted inhibition curve with a large enough effect, not every such curve was filed as active; inactive = no such curve, though single readings can be large or run the other way; note: % is set by controls: 0 for no effect and ±100 for the full control effect; nearly all actives have a fitted effect of over 30% in size; many of its hits are not listed in these tables
SMN2 splice up – SMN2 splice variant enhancement | HEK293 SMN2-luciferase splicing reporter, luminescence, 30-36 h | Potency, µM (series often up to 46.1 µM), inactives show at the top dose activity change, positive = activation, most hits filed as activators | 210,000 tested, 2.8% active | AID 1458; note: % of control where 0% means no effect; nearly all actives have a fitted effect of over 55% in size
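qHTS luciferase splicing reporter: luminescence rises when SMN2 exon 7 is included in transfected HEK293 cells. Compound exposure lasted 30-36 h at 37C, with 4.5 mM final sodium butyrate as control, followed by a ONE-Glo read.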
RECQ1 helicase – RECQ1 (human) helicase inhibition | 240,000 tested, 0.54% active | AID 2549 | RECQ1 DNA unwinding, red fluorescence kinetic read | Potency, µM (series often up to 57.3 µM), for the others: at the highest dose activity, negative = inhibition, usual class: inhibitors | P46063;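 note: plate controls were vehicle for no effect and no enzyme for full effect; nearly all actives have a fitted effect of over 30% in size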
Target sequence (P46063 whole entry, looked up): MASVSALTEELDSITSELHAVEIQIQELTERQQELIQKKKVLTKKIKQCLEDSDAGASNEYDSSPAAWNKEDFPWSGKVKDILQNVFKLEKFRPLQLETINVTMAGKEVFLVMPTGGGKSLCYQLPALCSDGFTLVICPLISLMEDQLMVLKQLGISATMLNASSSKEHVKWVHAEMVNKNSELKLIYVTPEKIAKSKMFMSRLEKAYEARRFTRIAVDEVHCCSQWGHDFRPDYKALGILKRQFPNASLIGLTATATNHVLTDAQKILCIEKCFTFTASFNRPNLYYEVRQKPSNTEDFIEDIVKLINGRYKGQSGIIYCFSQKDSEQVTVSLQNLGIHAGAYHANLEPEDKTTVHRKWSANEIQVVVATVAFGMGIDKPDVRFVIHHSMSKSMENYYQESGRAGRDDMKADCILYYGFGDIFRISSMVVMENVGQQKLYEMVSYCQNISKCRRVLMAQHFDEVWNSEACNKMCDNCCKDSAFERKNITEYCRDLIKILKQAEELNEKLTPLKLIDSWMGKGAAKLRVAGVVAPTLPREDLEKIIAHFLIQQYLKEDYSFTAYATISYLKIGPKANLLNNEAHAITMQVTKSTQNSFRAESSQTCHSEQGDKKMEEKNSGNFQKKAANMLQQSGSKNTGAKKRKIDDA
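50 nM RECQ1T1 preincubated 15 min with compound in Tris pH 8.0 buffer with MgCl2, DTT, Tween-20 and 2.5 ug/ml poly(dI-dC); started with 200 nM TAMRA/BHQ-2 forked duplex and 2 mM ATP. Unwinding read as fluorescence (525/598 nm), two reads 2 h apart.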
NPSR antag – blocks cAMP signaling of the human neuropeptide S receptor | 220,000 tested, 1% active | Q6W5P4 | CHO-NPSR cells, cAMP TR-FRET, antagonist mode | Potency, µM (doses to about 38.3 µM), for the others: top-dose activity change, negative = inhibition, hits mostly inhibitors; note: % is set by controls: 0 for no effect and ±100 for the full control effect; nearly all actives have a fitted effect of over 50% in size; many of its hits are not listed in these tables
Target sequence (Q6W5P4 whole entry, looked up): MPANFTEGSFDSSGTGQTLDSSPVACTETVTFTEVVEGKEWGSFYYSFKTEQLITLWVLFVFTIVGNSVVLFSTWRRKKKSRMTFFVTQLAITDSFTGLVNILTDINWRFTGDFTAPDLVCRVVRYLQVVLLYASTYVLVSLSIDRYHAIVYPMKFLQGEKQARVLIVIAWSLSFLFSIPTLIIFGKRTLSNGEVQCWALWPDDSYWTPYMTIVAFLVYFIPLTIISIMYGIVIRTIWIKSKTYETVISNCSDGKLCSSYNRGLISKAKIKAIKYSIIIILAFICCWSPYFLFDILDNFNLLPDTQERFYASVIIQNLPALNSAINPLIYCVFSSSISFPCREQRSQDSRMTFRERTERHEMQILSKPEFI
Luc counter – Kinase-Glo luciferase inhibition (counter-screen) | 200,000 tested, 0.28% active | Kinase-Glo luciferase, ATP luminescence, 8 min | Potency, µM (titrated, usually from 38.3 µM), for the others: at the top dose activity change, negative = inhibition, usual class: inhibitors; note: % is set by controls: 0 for no effect and ±100 for the full control effect; nearly all actives have a fitted effect of over 60% in size
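Luminescence was the read-out, taken after 8-minute incubation at ambient temperature. Luciferase turned over luciferin with 10 uM ATP in imidazole pH 7.2 buffer containing KCl, MgCl2, Tween 20 and BSA.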
Numbers without * were called inactive; i = inactive; u = inconclusive; x = no result given; & = joins results of further samples; [ ] = remark or other dose. Unless noted, calls come from the whole dose curve; as a rule, active = well fitted curve in the direction sought with a large enough effect; inconclusive = small, poorly fitted or top-dose-only effect, or another doubt; inactive = no such curve, though single readings can be large; an effect the other way counts as inactive or inconclusive. Potency is the fitted concentration of half-maximal effect.

item	structure	NPSR antag	KDM4E inh	SMN2 splice up	Epigenetic derep	Luc counter	IMPase Li cell	RECQ1 helicase	GoLoco inh red
1	COc1cc(OC)c(OC)cc1/C=C1\C(=O)NC(=O)N(Cc2ccccc2)C1=O	1%	u	3%	0.1%	10%	7%	-1%	58%[activator]
2	COc1ccc(Cn2c(N)c(C(=O)NCc3ccco3)c3nc4ccccc4nc32)cc1OC	u	u	-11%	-1.8%	-2%	-35%[38.3 µM]	-2%	70%[activator]
3	C=CCn1c(O)c(C(C)=NC2CCN(Cc3ccccc3)CC2)c(=O)[nH]c1=O	-2%	0%	x	0.0%	x	x	-8%	4%
4	C[C@H](Cc1ccc2c(c1)OC(C(=O)O)(C(=O)O)O2)NC[C@H](O)c1cccc(Cl)c1	-2%[46.1 µM]	-2%&-4%	u	-0.1%&0.4%	-1%&1%	11%&20%	-3%&-9%	-8%&-3%
5	CCN(CC)CCN=Cc1c(O)n(CCc2ccccc2)c(=O)[nH]c1=O	-7%[46.1 µM]	-11%	-11%	-1.3%	-3%	-3%[38.3 µM]	-8%	14%
6	OC(c1ccncc1)(c1ccc(F)cc1)c1ccc(F)cc1	15%	11%	4%	2.5%	-1%	8%	2%	-7%
7	COc1ccc(-c2nc3ccccc3c(=O)n2-c2nccs2)cc1	-10%[46.1 µM]	11%	1%	1.1%	-5%	1%[38.3 µM]	i	5%
8	COc1ccccc1[As](=O)(O)CC(O)COc1ccc(Cl)cc1Cl (configuration not stated)	2%	6%	x	0.0%	x	x	-20%	-5%
9	O=C(CN1CCOCC1)Nc1ccc(Br)cc1C(=O)c1ccccc1	16%[46.1 µM]	-6%	-18%	-0.8%	4%	19%	-1%	6%
10	c1ccc(CN2CCN(Cc3ccc4c(c3)OCCO4)CC2)cc1	0%[46.1 µM]	6%	-8%	-1.2%	5%	-2%[38.3 µM]	i	2%
11	O=Cc1ccco1	x	x	11%	x	x	3%	0%	2%
12	CCN(CC)CCO	x	x	-9%	x	x	-1%	0%	-2%
13	COc1cc(/C=C/c2nc3ccccc3c(=O)n2-c2cccc(O)c2)ccc1O	-13%	-13%	x	1.3%	x	x	-11%	25%
14	CCCCCCC(=O)N/N=C/c1c(O)n(C2CC2)c(=S)[nH]c1=O	54%	u	x	1.5%	x	x	-6%	1%
15	CC(=O)c1ccc(OC(NC(=O)c2ccco2)C(Cl)(Cl)Cl)cc1 (configuration not stated)	3%[46.1 µM]	4%	u	-0.9%	2%	5%[38.3 µM]	-2%	-20%
16	CN1CCN(c2cc(N3CCCCCC3)c(F)cc2[N+](=O)[O-])CC1	0%	-4%	-10%	-0.9%	-4%	20%	-2%	-1%
17	CN1CC=C(c2c[nH]c3ccccc23)CC1	-8%[46.1 µM]	u	13%	-1.0%	0%	5%	18%	-9%
18	O=c1[nH]c(=S)[nH]c(O)c1N=Nc1ccc(-c2ccccc2)cc1[N+](=O)[O-]	-22%	-2%	-7%	-5.7%	-3%	8%	u	-1%
19	CC(=O)O[C@H]1C[C@@H](O[C@@H]2[C@H](C)O[C@H](O[C@@H]3[C@H](C)O[C@H](O[C@@H]4CC[C@@]5(C)[C@@H](CC[C@]6(C)[C@]5(C)C[C@H](O)[C@]5(C)[C@@H](C7=CC(=O)OC7)CC[C@@]56O)C4)C[C@@H]3O)C[C@@H]2O)O[C@@H](C)[C@H]1O[C@H]1O[C@@H](CO)[C@@H](O)[C@@H](O)[C@@H]1O	x	6%[25.5 µM]	-58%[inhibitor][20.6 µM]	-1.4%[16.9 µM]	2%[17.1 µM]	2%	-4%[25.9 µM]	4%[21.6 µM]
20	O=C(OCc1ccc(Cl)c(Cl)c1)c1ccccn1	u	1%	-6%	0.0%	-10%	31%[38.3 µM]	-6%	3%
21	CN1CCN(c2cc(N3CCCC3)c([N+](=O)[O-])cc2F)CC1	-5%[46.1 µM]	7%	-26%	-1.1%	-4%	31%[activator][38.3 µM]	-15%	3%
22	COc1cc2c(cc1O)CCNC2C (configuration not stated)	x	1%	4%	0.0%	-9%	-2%	-6%	-8%
23	CC(C)(C#N)O[C@H]1OC(CO)C(O)C(O)C1O (some centres not stated)	x	-2%	4%	-1.4%	0%	4%	-2%	-1%
24	CN1CCN(c2ccc(C(N)=O)cc2[N+](=O)[O-])CC1	5%	-3%	11%	-1.3%	-1%	4%	-2%	4%
25	O=C(Nc1ccc(Cl)c(C(F)(F)F)c1)NC1CC2CCCC(C1)N2Cc1ccccc1 (configuration not stated)	-60%	5%	-51%[inhibitor]	14%	-1%	7%	0%	1%
26	Cn1c(=O)cc(OCC(=O)N2CCC3(CC2)OCCO3)c2ccccc21	-9%[46.1 µM]	3%	u	-7.9%	-2%	23%[38.3 µM]	-16%	-5%
27	CCOC(=O)c1c(N)n(Cc2ccc(OC)cc2)c2nc3ccccc3nc12	u	u	8%	-0.7%	-2%	-12%[38.3 µM]	3%	9%
28	Cc1c(N=Cc2c(O)n(Cc3ccc(F)cc3)c(=O)[nH]c2=O)c(=O)n(-c2ccccc2)n1C	-7%[46.1 µM]	1%	10%	0.8%	-3%	13%[38.3 µM]	0%	4%
29	O=C1CN=C(c2ccccc2)c2cc(Br)ccc2N1Cc1cc(=O)n2ccccc2n1	-3%	u	-2%[1.84 µM]	-0.9%	-1%	10%	0%	4%
30	CC1CCc2cc(F)cc3c(=O)c(C(=O)O)cn1c23 (configuration not stated)	-13%	333%&132%[activator]	-2%&0%	-2.5%&0.0%	2%&-7%	-2%&0%	-13%&-4%	-1%&-2%

Among those listed so far, these have a carbonyl joined to an NH by a bond outside any ring.
item	structure	NPSR antag	KDM4E inh	SMN2 splice up	Epigenetic derep	Luc counter	IMPase Li cell	RECQ1 helicase	GoLoco inh red
2	COc1ccc(Cn2c(N)c(C(=O)NCc3ccco3)c3nc4ccccc4nc32)cc1OC	u	u	-11%	-1.8%	-2%	-35%[38.3 µM]	-2%	70%[activator]
9	O=C(CN1CCOCC1)Nc1ccc(Br)cc1C(=O)c1ccccc1	16%[46.1 µM]	-6%	-18%	-0.8%	4%	19%	-1%	6%
14	CCCCCCC(=O)N/N=C/c1c(O)n(C2CC2)c(=S)[nH]c1=O	54%	u	x	1.5%	x	x	-6%	1%
15	CC(=O)c1ccc(OC(NC(=O)c2ccco2)C(Cl)(Cl)Cl)cc1 (configuration not stated)	3%[46.1 µM]	4%	u	-0.9%	2%	5%[38.3 µM]	-2%	-20%
24	CN1CCN(c2ccc(C(N)=O)cc2[N+](=O)[O-])CC1	5%	-3%	11%	-1.3%	-1%	4%	-2%	4%
25	O=C(Nc1ccc(Cl)c(C(F)(F)F)c1)NC1CC2CCCC(C1)N2Cc1ccccc1 (configuration not stated)	-60%	5%	-51%[inhibitor]	14%	-1%	7%	0%	1%

Of the compounds above, these have bromine:
item	structure	NPSR antag	KDM4E inh	SMN2 splice up	Epigenetic derep	Luc counter	IMPase Li cell	RECQ1 helicase	GoLoco inh red
9	O=C(CN1CCOCC1)Nc1ccc(Br)cc1C(=O)c1ccccc1	16%[46.1 µM]	-6%	-18%	-0.8%	4%	19%	-1%	6%
29	O=C1CN=C(c2ccccc2)c2cc(Br)ccc2N1Cc1cc(=O)n2ccccc2n1	-3%	u	-2%[1.84 µM]	-0.9%	-1%	10%	0%	4%

Remaining list, next part.
item	structure	NPSR antag	KDM4E inh	SMN2 splice up	Epigenetic derep	Luc counter	IMPase Li cell	RECQ1 helicase	GoLoco inh red
31	N#CCBr	x	x	-4%	x	x	10%	-14%	-104%
32	NC(=NCCCC(N)C(=O)O)N[N+](=O)[O-] (configuration not stated)	x	0%	-14%	-0.3%	-4%	8%	i	8%
33	CN1C[C@@H](CO)C=C2c3cccc4[nH]cc(c34)CC21 (some centres not stated)	x	u	x	4.8%	-1%	11%	10%&-19%	-12%
34	NCCCP(=O)(O)CC1CCCCC1	x	-20%	-7%	u	3%	4%&12%	8%&-12%	4%&0%
35	Cc1ccsc1C(=O)C1CCCN(Cc2ccc(O)cc2)C1 (configuration not stated)	-9%	4%	x	-1.4%	-2%	14%	-3%	5%
36	C=CC(=O)OCC	x	x	-2%	x	x	17%	-16%	-2%
37	c1cnc(N2CCNCC2)nc1	23%	u	-14%	-6.1%	-2%	11%	4%	-5%
38	Cc1ccc2c(c1)=NC(=O)/C(=C/c1c(O)[nH]c(=O)[nH]c1=O)C=2	-12%	u	x	2.4%	x	x	9%	20%
39	CN1CCN(c2ccc([N+](=O)[O-])c(N/N=C3\CN4CCC3CC4)c2)CC1	-22%[46.1 µM]	0%	-8%	0.0%	-2%	19%[38.3 µM]	12%	1%
40	Cc1ccsc1C(=O)C1CCCN(Cc2cc(C(C)C)n[nH]2)C1 (configuration not stated)	3%	-5%	x	1.1%	-2%	17%	5%	11%
41	O=C(O)CNC(=O)c1ccc([As](=O)(O)O)cc1	x	x	-12%[9.22 µM]	x	-4%[7.66 µM]	1%	x	-3%[14.2 µM]
42	Cc1ccc(CNCCc2ccccc2F)cc1	12%	3%	14%	-1.3%	-4%	1%	-3%	2%
43	c1ccc(OP(Oc2ccccc2)Oc2ccccc2)cc1	x	x	-1%	x	x	-11%	-3%	-8%
44	CSc1nc2ccc(C)cc2c(=O)n1-c1cccnc1	2%	0%	x	1.1%	x	x	-2%	2%
45	Clc1cccc2ccccc12	x	x	-6%	x	x	6%	-4%	5%
46	CNC(Cc1c[nH]c2ccccc12)C(=O)O (configuration not stated)	x	0%	-4%	0.0%	0%	-3%	12%	3%
47	CN1C2CCC1C(COC(=O)c1ccccc1)C(O)C2 (configuration not stated)	-2%	4%	x	1.6%	x	x	-2%	-1%
48	O=C1CN=C(c2ccc(Br)cc2)c2c(sc3c2CCCC3)N1CCN1CCCCC1	u	4%	-45%[inhibitor]	5.4%	-2%	12%	-7%	4%
49	CC(C)[C@H](NC(=O)[C@H](CCC(=O)O)NC(=O)[C@H](Cc1ccccc1)NC(=O)[C@H](C)NC(=O)[C@@H](N)Cc1ccc(O)cc1)C(=O)N[C@H](C(=O)NCC(N)=O)C(C)C	x	x	-3%	0.0%	x	18%	10%	5%

A portion of the library (hit frequency here may not be typical).
